GDH-TPI counter = counter-screen for M. tuberculosis FBA inhibitors: GDH-TPI coupled enzymes. inhibition, % at 4.8 µM. hit rate 1.2% among 360,000. AID 588335. GDH-TPI coupled enzyme counterscreen, NADH absorbance;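 further: 0% = DMSO wells and 100% = wells lacking the enzyme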
FadD28 FP inh = M. tuberculosis FadD28 bisubstrate binding inhibition. FadD28 bisubstrate probe binding, fluorescence polarization. inhibition, % at 12.5 µM. hit rate 0.22% among 360,000; in the data active means inhibition above about 8.5%, passing the limit was not always enough; inconclusive means no clear call, values can overlap the other calls
Mtb BioA inh = BioA (M. tuberculosis) enzyme inhibition; purified M. tuberculosis BioA enzyme, plate reader; inhibition, % at 9.99 µM; hit rate 0.096% among 360,000; AID 602481; in the data active means inhibition above about 40%; inconclusive means no clear call, values can overlap the other calls
FBA Mtb inh = Mtb fructose-bisphosphate aldolase inhibition. purified M. tuberculosis FBA, fluorescence read-out. P9WQA3. inhibition, % at 1 µM. AID 588726. hit rate 2.3% among 360,000; in the data active means inhibition above about 27%;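 further: 0% = vehicle and 100% = reference inhibitor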
Rv3671c protease = inhibitors of M. tuberculosis serine protease Rv3671c. P9WHR9. inhibition, % at 5.96 µM. hit rate 0.048% among 320,000. AID 2606; in the data active means inhibition above about 38%;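 further: extracellular domain of Rv3671c used as enzyme; 0% = enzyme with DMSO and 100% = no enzyme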
Target sequence (P9WHR9 whole entry, looked up, the tested form may be a part): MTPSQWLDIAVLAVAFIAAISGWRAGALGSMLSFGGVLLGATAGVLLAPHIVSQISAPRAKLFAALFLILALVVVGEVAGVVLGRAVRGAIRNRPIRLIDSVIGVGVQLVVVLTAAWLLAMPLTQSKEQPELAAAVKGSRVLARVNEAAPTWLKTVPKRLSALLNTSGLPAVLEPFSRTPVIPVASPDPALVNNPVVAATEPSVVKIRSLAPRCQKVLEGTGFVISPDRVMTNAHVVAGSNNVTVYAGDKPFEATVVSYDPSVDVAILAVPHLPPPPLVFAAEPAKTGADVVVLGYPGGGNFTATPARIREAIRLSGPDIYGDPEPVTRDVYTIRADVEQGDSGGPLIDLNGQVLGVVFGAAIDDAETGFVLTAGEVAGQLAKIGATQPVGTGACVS
BoNT-F LC inh = BoNT F light chain protease inhibition; Multiplex microsphere protease cleavage assay, flow cytometry; inhibition, % at 10 µM; hit rate 0.22% among 360,000; AID 588497; in the data active means inhibition above about 35%, passing the limit was not always enough; inconclusive means no clear call, values can overlap the other calls; further: plate controls were buffer without enzyme for full effect and enzyme alone for no effect
DUSP3 inh = blocks human VHR1 dual specificity phosphatase | AID 1654 | P51452 | hit rate 0.52% among 290,000 | recombinant VHR phosphatase, pNPP absorbance | inhibition, % at 13.3 µM; in the data active means inhibition above about 50%; further: some compounds called inactive have numbers as strong as hits
Target sequence (P51452 whole entry, looked up): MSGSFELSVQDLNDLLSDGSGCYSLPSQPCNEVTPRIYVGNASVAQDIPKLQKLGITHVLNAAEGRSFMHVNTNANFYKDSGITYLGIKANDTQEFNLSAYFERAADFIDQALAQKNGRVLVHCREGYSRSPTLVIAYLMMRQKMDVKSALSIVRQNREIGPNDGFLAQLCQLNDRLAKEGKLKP
CCHF vOTU inh = blocks the CCHF virus ovarian tumor domain protease. CCHFV vOTU protease, Pep-AMC fluorescence. inhibition, % at 11.5 µM. hit rate 0.55% among 370,000. AID 651958; further: 0% = vehicle wells with enzyme and 100% = no enzyme wells
Mtb UGM inh = Mtb UDP-galactopyranose mutase inhibition; hit rate 0.06% among 320,000; purified UGM, fluorescence polarization probe displacement; AID 504406; inhibition, % at 10 µM; P9WIQ1; in the data active means inhibition above about 10%, passing the limit was not always enough; inconclusive means no clear call, values can overlap the other calls
Target sequence (P9WIQ1 whole entry, looked up): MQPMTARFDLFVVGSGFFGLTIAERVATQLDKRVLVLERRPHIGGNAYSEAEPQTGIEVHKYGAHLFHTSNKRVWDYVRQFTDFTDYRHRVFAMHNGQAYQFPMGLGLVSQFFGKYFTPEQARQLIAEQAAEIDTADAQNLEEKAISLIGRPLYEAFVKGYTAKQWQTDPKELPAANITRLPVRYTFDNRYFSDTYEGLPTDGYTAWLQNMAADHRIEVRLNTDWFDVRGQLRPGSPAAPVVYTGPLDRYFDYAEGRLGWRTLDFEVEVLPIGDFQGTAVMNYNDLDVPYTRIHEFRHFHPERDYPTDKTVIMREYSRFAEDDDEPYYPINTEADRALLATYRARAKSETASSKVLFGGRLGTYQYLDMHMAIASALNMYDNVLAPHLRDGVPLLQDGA
MazEF act = MazEF (E. coli) toxin RNase activation; FAM/BHQ RNA-DNA oligo cleavage fluorescence, 5 h; activation, % at 20 µM; hit rate 0.32% among 350,000; AID 504720; in the data active means activation above about 50%
An asterisk follows results filed as active; & = joins results of further samples. Unless noted, no stated cut-off is given here; in the data, active means inhibition above about 30%; inactive means the rest.

Results for CCN1CCCC1CNS(=O)(=O)c1c(C)cc(C)cc1C (configuration not stated) ?
GDH-TPI counter: 7; FadD28 FP inh: -2.3; Mtb BioA inh: -3.0; FBA Mtb inh: -5; Rv3671c protease: -2; BoNT-F LC inh: -8; DUSP3 inh: 9; CCHF vOTU inh: -14; Mtb UGM inh: -3.2; MazEF act: -5

How did CCOC(=O)c1sc(NS(=O)(=O)c2ccc(C)cc2)nc1C do in these assays?
GDH-TPI counter: 16; FadD28 FP inh: 2.5; FBA Mtb inh: 3; Rv3671c protease: -1; BoNT-F LC inh: 8; DUSP3 inh: 8; CCHF vOTU inh: 8; Mtb UGM inh: 2.4; MazEF act: -1

What do the screens show for `O=C(Nc1ccc(C(=O)N2CCOCC2)cc1)Nc1cccc(C(F)(F)F)c1`?
GDH-TPI counter: 0; FadD28 FP inh: -3.1; Mtb BioA inh: -0.9; FBA Mtb inh: 3; Rv3671c protease: -5; BoNT-F LC inh: -8; DUSP3 inh: 10; CCHF vOTU inh: 14; Mtb UGM inh: 0.1; MazEF act: -5

What do the screens show for `O=C(CSc1nnc(Cc2ccccc2)o1)N1CCCc2ccccc21`?
GDH-TPI counter: 1; FadD28 FP inh: -0.7; Mtb BioA inh: 0.3; FBA Mtb inh: 2; Rv3671c protease: 10; BoNT-F LC inh: -4; DUSP3 inh: 8; CCHF vOTU inh: 12; Mtb UGM inh: 1.2; MazEF act: 0

What do the screens show for `Cc1ccc(-n2c3c(cc(C(=O)NC4CCSC4=O)c2=O)C(=O)CC(C)(C)C3)cc1` (configuration not stated)?
GDH-TPI counter: 11; FadD28 FP inh: -1.3; Mtb BioA inh: 8.4; FBA Mtb inh: 9; Rv3671c protease: 6; BoNT-F LC inh: 2; DUSP3 inh: -4; CCHF vOTU inh: -12; Mtb UGM inh: -0.3; MazEF act: 3

What do the screens show for `CCOc1cccc(N(C(=O)Cc2cccs2)C(C(=O)NC2CCCCC2)c2cccn2C)c1` (configuration not stated)?
GDH-TPI counter: 1; FadD28 FP inh: -2.4; Mtb BioA inh: -1.6; FBA Mtb inh: -2; Rv3671c protease: -3; BoNT-F LC inh: 7; DUSP3 inh: 13; CCHF vOTU inh: 12; Mtb UGM inh: -1.6; MazEF act: 0

What do the screens show for `CCOC(=O)c1cc(/C(C)=N/OC(=O)c2ccc(Cl)cc2)on1`?
GDH-TPI counter: 2; FadD28 FP inh: -2.6; Mtb BioA inh: -1.4; FBA Mtb inh: 0; Rv3671c protease: 5; BoNT-F LC inh: -2; DUSP3 inh: 4; CCHF vOTU inh: 4; Mtb UGM inh: -1.8; MazEF act: -5

What do the screens show for `O=C(CNC(=O)c1ccc(Cl)cc1Cl)OCC(=O)N1CCCC1=O`?
GDH-TPI counter: -2; FadD28 FP inh: -2.2; FBA Mtb inh: 0; Rv3671c protease: 2; BoNT-F LC inh: -8; CCHF vOTU inh: -3; Mtb UGM inh: 3.0; MazEF act: -3

What do the screens show for `O=C(Cc1ccc(Cl)cc1)NCCS(=O)c1ccc(Cl)cc1` (configuration not stated)?
GDH-TPI counter: -5; FadD28 FP inh: -6.5; Mtb BioA inh: 2.2; FBA Mtb inh: 0; Rv3671c protease: -3; BoNT-F LC inh: 1; DUSP3 inh: 6; CCHF vOTU inh: -4; Mtb UGM inh: -0.9; MazEF act: 3

What do the screens show for `CC(=O)OCC1=C(C(=O)O)N2C(=O)C(NC(=O)c3ccc(COc4ccc(Cl)cc4)o3)C2SC1` (configuration not stated)?
GDH-TPI counter: 9; FadD28 FP inh: -2.5; FBA Mtb inh: 5; Rv3671c protease: -7; BoNT-F LC inh: -3; DUSP3 inh: -6; CCHF vOTU inh: 9; Mtb UGM inh: -2.5; MazEF act: -11

What do the screens show for `CCOC(=O)N1CCN(C(=O)CSc2nc3c([nH]c4ccccc43)c(=O)n2CC)CC1`?
GDH-TPI counter: 0; FadD28 FP inh: -0.8; Mtb BioA inh: -1.2; FBA Mtb inh: 4; Rv3671c protease: -1; BoNT-F LC inh: -2; DUSP3 inh: -2; CCHF vOTU inh: 17; Mtb UGM inh: -0.2; MazEF act: -5

What do the screens show for `Cc1ccc(N(Cc2ccccc2O)C(=O)c2ccccc2F)cc1`?
GDH-TPI counter: -2; FadD28 FP inh: -6.3; Mtb BioA inh: 3.9; FBA Mtb inh: -2; BoNT-F LC inh: 7; DUSP3 inh: 4; CCHF vOTU inh: 14; Mtb UGM inh: 0.5; MazEF act: -2

A draw from above in order of number of heavy atoms, descending:
What do the screens show for `CCOc1cccc(N(C(=O)Cc2cccs2)C(C(=O)NC2CCCCC2)c2cccn2C)c1` (configuration not stated)?
GDH-TPI counter: 1; FadD28 FP inh: -2.4; Mtb BioA inh: -1.6; FBA Mtb inh: -2; Rv3671c protease: -3; BoNT-F LC inh: 7; DUSP3 inh: 13; CCHF vOTU inh: 12; Mtb UGM inh: -1.6; MazEF act: 0

What do the screens show for `O=C(CSc1nnc(Cc2ccccc2)o1)N1CCCc2ccccc21`?
GDH-TPI counter: 1; FadD28 FP inh: -0.7; Mtb BioA inh: 0.3; FBA Mtb inh: 2; Rv3671c protease: 10; BoNT-F LC inh: -4; DUSP3 inh: 8; CCHF vOTU inh: 12; Mtb UGM inh: 1.2; MazEF act: 0

Results for CCN1CCCC1CNS(=O)(=O)c1c(C)cc(C)cc1C (configuration not stated) ?
GDH-TPI counter: 7; FadD28 FP inh: -2.3; Mtb BioA inh: -3.0; FBA Mtb inh: -5; Rv3671c protease: -2; BoNT-F LC inh: -8; DUSP3 inh: 9; CCHF vOTU inh: -14; Mtb UGM inh: -3.2; MazEF act: -5

Carrying on.
Results for O=C(c1ccco1)c1cn(Cc2ccc(Cl)cc2)c2ccccc12 ?
GDH-TPI counter: 13; FadD28 FP inh: -5.0; Mtb BioA inh: -2.3; FBA Mtb inh: -2; Rv3671c protease: -16; BoNT-F LC inh: -2; DUSP3 inh: 25; CCHF vOTU inh: 15; Mtb UGM inh: -1.6; MazEF act: -1

How did O=[N+]([O-])c1cccnc1Oc1cc(Cl)c(Cl)cc1Cl do in these assays?
GDH-TPI counter: 0; FadD28 FP inh: -2.4; Mtb BioA inh: 0.7; FBA Mtb inh: -3; BoNT-F LC inh: 0; CCHF vOTU inh: 3; MazEF act: -2

How did CN(C)CCC(c1ccccc1)c1ccccn1 (configuration not stated) do in these assays?
GDH-TPI counter: 2&6&4; FadD28 FP inh: -3.2&-0.1&-1.8; Mtb BioA inh: -0.2&0.5&1.6; FBA Mtb inh: -1&1&0; Rv3671c protease: 6&1; BoNT-F LC inh: -46&-6&-2; DUSP3 inh: -3; CCHF vOTU inh: 1&-3&-1; Mtb UGM inh: -0.5&4.4; MazEF act: -3&10&5

What do the screens show for `CCCN(C(=O)CSc1nnnn1-c1ccccc1OC)C1CCS(=O)(=O)C1` (configuration not stated)?
GDH-TPI counter: 2; FadD28 FP inh: -0.4; Mtb BioA inh: -0.4; FBA Mtb inh: -2; Rv3671c protease: -2; BoNT-F LC inh: 1; DUSP3 inh: -2; CCHF vOTU inh: 3; Mtb UGM inh: -11; MazEF act: -1

Results for Cc1ccc(C(O)c2ncc(-c3ccc(Cl)cc3)[nH]2)cc1F (configuration not stated) ?
GDH-TPI counter: -5; FadD28 FP inh: -2.6; Mtb BioA inh: 1.4; FBA Mtb inh: -1; BoNT-F LC inh: -5; CCHF vOTU inh: 0

What do the screens show for `O=C(O)c1cc(-c2ccccn2)n[nH]1`?
GDH-TPI counter: 11; FadD28 FP inh: 0.0; FBA Mtb inh: 2; Rv3671c protease: 1; BoNT-F LC inh: 1; DUSP3 inh: 28; CCHF vOTU inh: -4; Mtb UGM inh: 1.0; MazEF act: -4

How did COc1ccc(OC)c(NC(=O)CSc2nnc3ccc(-c4ccncc4)nn23)c1 do in these assays?
GDH-TPI counter: -7; FadD28 FP inh: 0.0; Mtb BioA inh: 18; FBA Mtb inh: -1; Rv3671c protease: -9; BoNT-F LC inh: 0; DUSP3 inh: 15; CCHF vOTU inh: -9; Mtb UGM inh: -0.2; MazEF act: 6

What do the screens show for `COc1cc2cc(CCCO)oc(=O)c2cc1OC`?
GDH-TPI counter: 15; FadD28 FP inh: -3.5; Mtb BioA inh: -0.9; FBA Mtb inh: 4; Rv3671c protease: 2; BoNT-F LC inh: 10; CCHF vOTU inh: -4; Mtb UGM inh: 3.6; MazEF act: 4

What do the screens show for `Cc1ccc(S(=O)(=O)N(C)c2ccc(C(=O)Nc3ccc(C)cn3)cc2)cc1`?
GDH-TPI counter: -1; FadD28 FP inh: 0.6; FBA Mtb inh: 0; Rv3671c protease: -3; BoNT-F LC inh: -6; CCHF vOTU inh: -3; Mtb UGM inh: -0.3; MazEF act: -5

Results for C1=C(c2sc3ccccc3c2-c2ccc(OCCN3CCOCC3)cc2)CCCC1 ?
GDH-TPI counter: 8; FadD28 FP inh: -3.3; Mtb BioA inh: -1.2; FBA Mtb inh: 0; Rv3671c protease: -3; BoNT-F LC inh: -5; CCHF vOTU inh: 1; Mtb UGM inh: 0.1; MazEF act: 1

Results for COC(=O)C1=C(c2ccc(S(C)(=O)=O)cc2)C[C@@H]2CC[C@H]1N2C(=O)NCc1ccco1 ?
GDH-TPI counter: 4; FadD28 FP inh: -0.6; Mtb BioA inh: 0.3; FBA Mtb inh: 3; Rv3671c protease: -2; BoNT-F LC inh: -2; CCHF vOTU inh: 7; Mtb UGM inh: -6.3; MazEF act: 6

What do the screens show for `CN(C(=O)c1cccc(NC(=O)Cc2ccc(NC(=O)C3CCCN(C(=O)C4CC4)C3)cc2)c1)C1CCCCC1` (configuration not stated)?
GDH-TPI counter: -2; FadD28 FP inh: -1.2; Mtb BioA inh: 1.2; FBA Mtb inh: 0; BoNT-F LC inh: 4; CCHF vOTU inh: -3; MazEF act: 2

Results for O=C(OCC(O)COC(=O)c1cccnc1)c1cccnc1 ?
GDH-TPI counter: 3; FadD28 FP inh: -0.2; Mtb BioA inh: 1.2; FBA Mtb inh: 6; Rv3671c protease: 1; BoNT-F LC inh: 13; DUSP3 inh: 24; CCHF vOTU inh: -2; Mtb UGM inh: 0.7; MazEF act: 1

How did C=CCn1c(N2CCCCCC2)nc2c1c(=O)n(C)c(=O)n2C do in these assays?
GDH-TPI counter: -3; FadD28 FP inh: -4.7; Mtb BioA inh: 1.1; FBA Mtb inh: 0; Rv3671c protease: -6; BoNT-F LC inh: -3; DUSP3 inh: 18; Mtb UGM inh: 3.5; MazEF act: -4

Results for Cc1nc(SCC(N)=O)c([N+](=O)[O-])[nH]1 ?
GDH-TPI counter: 12; FadD28 FP inh: 0.8; Mtb BioA inh: 1.7; FBA Mtb inh: -8; Rv3671c protease: 2; BoNT-F LC inh: 0; DUSP3 inh: 18; CCHF vOTU inh: -4; Mtb UGM inh: 0.0; MazEF act: 8

Results for COC(=O)c1ccc(CNC(=O)COC(=O)COc2ccc(OC)cc2)cc1 ?
GDH-TPI counter: 1; FadD28 FP inh: -2.2; FBA Mtb inh: 2; Rv3671c protease: -10; BoNT-F LC inh: 34; DUSP3 inh: 2; CCHF vOTU inh: -9; Mtb UGM inh: 4.2; MazEF act: 4

Results for CN1CCN(C(=O)c2cc3c(C(F)(F)F)nn(C)c3s2)CC1 ?
GDH-TPI counter: -9; FadD28 FP inh: -2.7; FBA Mtb inh: 2; Rv3671c protease: -8; BoNT-F LC inh: -5; DUSP3 inh: 10; CCHF vOTU inh: -10; Mtb UGM inh: 1.3; MazEF act: 3

Results for O=C(CSC1CS(=O)(=O)c2cc([N+](=O)[O-])ccc21)NNC(=O)c1ccccc1 (configuration not stated) ?
GDH-TPI counter: -11; FadD28 FP inh: -2.5; Mtb BioA inh: 3.6; FBA Mtb inh: 0; Rv3671c protease: -1; BoNT-F LC inh: inconclusive; DUSP3 inh: 10; CCHF vOTU inh: 1; Mtb UGM inh: -0.1; MazEF act: 1
